Compound activity as filed in PubChem BioAssay.
PglD inh = blocks C. jejuni PglD acetyltransferase activity | purified PglD enzyme, DTNB colorimetric CoA detection | inhibition, % at 12.5 µM | 360,000 tested, 0.098% active | AID 602405; in the data active means inhibition above about 16%, passing the limit was not always enough; further: strong numbers were not always called active
FN deposit inh = fibronectin deposition inhibition | AH1F fibroblasts, Alexa488-fibronectin deposition fluorescence, overnight | AID 743247 | inhibition, % at 12.6 µM | 350,000 tested, 0.086% active;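 active means mean inhibition across replicates of 30% or more, regardless of how many single replicates reach that level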;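 further: positive control wells lacked labelled fibronectin entirely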
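Schedule: 1 h cell adhesion before compound, then overnight fibronectin incubation; test system: AH1F fibroblast monolayer depositing Alexa488-labelled fibronectin into matrix; quantity: 10000 AH1F cells per well; probe or stimulus: fluorescent fibronectin at 24 nM final; signal: fluorescence, ex 485 nm, em 525 nm; evaluation: percent inhibition as loss of matrix-bound fibronectin fluorescence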
LGR2 antag = inhibitors of bursicon-induced Drosophila LGR2 receptor cAMP signaling; HEK293 LGR2, CRE-luciferase, bursicon-stimulated, 4 h; 380,000 tested, 0.35% active; inhibition, % at 9.99 µM; AID 720647;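 active means drop in luminescence signal, shown as inhibition above about 50% in the replicate tests, limit read from the data, passing the limit was not always enough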;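 further: agonist challenge used bursicon conditioned medium at about half maximal strength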
PGC1a acetyl inh = modulators of PGC1a acetylation; U2OS PGC1a acetylation, AlphaScreen anti-acetyl-lysine; with virally co-expressed GCN5 acetyltransferase; inhibition, % at 15.6 µM; 350,000 tested, 0.17% active; AID 651687;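 active means every replicate shows inhibition of at least 40%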;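 further: 0% = neutral control wells and 100% = positive control wells; some results beyond the cut were filed as inactive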
ERAP1 inh = blocks human ERAP1 aminopeptidase activity. Q9NZ08. recombinant ERAP1, Leu-AMC fluorescence, 60 min. inhibition, % at 10.7 µM. 340,000 tested, 0.15% active. AID 652197;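 active means mean replicate inhibition of at least 30%, or all replicates individually reaching that 30% level; inactive means mean below 30% and not every replicate reaching it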;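 further: 0% = neutral control wells and 100% = L-leucinethiol positive control wells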
Target sequence (Q9NZ08 whole entry, looked up): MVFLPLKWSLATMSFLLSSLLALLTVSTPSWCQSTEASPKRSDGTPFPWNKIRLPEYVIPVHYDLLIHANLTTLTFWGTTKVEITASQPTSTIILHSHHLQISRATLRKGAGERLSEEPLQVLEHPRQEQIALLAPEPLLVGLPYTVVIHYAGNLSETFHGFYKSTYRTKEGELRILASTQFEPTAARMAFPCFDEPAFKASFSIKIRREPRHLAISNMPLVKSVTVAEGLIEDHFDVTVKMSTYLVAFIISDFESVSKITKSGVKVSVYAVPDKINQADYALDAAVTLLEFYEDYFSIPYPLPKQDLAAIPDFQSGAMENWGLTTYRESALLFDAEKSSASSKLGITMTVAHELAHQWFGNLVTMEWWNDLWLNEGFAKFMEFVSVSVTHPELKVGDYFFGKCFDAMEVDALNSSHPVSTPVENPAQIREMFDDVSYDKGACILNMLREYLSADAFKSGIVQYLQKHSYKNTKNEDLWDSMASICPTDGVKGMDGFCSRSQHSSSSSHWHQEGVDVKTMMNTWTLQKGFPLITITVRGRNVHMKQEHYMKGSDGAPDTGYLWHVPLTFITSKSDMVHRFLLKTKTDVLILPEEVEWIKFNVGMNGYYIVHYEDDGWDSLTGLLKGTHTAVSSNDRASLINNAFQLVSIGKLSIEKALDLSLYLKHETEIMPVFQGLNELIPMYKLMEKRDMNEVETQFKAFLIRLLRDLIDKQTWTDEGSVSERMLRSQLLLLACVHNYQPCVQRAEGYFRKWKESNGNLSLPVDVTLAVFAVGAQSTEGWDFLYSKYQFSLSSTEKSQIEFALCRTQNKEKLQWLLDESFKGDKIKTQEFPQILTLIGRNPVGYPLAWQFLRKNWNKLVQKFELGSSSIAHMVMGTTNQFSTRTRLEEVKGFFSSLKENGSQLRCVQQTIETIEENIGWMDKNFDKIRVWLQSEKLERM
EWS-Fli inh = EWS/Fli transcriptional activity inhibition | A673 NR0B1-luciferase reporter, viability-normalised | inhibition, % at 12.6 µM | 350,000 tested, 0.67% active;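 active means mean inhibition of at least 50% after viability correction, with every replicate also passing that limit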;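 further: firefly luciferase signal divided by Alamar Blue viability fluorescence both relative to DMSO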
S100A4 inh HTS = blocks human S100A4 binding to myosin IIA peptide; AID 652163; inhibition, % at 10.7 µM; 360,000 tested, 0.14% active; S100A4/TAMRA-MyoIIA peptide fluorescence polarization; P26447;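 active means mean inhibition of at least 70% across replicates, with every replicate also reaching that level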
Target sequence (P26447 whole entry, looked up): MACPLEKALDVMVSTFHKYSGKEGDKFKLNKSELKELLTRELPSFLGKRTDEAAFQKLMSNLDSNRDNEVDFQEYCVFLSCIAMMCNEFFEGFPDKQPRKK
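Material: S100A4 monomer (human). Medium: Calcium-containing HEPES buffer, pH 7.2. Probe or stimulus: labelled myosin peptide probe, 5 nM. Compound dosing: one concentration per compound. Timing: polarization read 5 min after assay mix addition, stable 5–60 min. Benchmarks: DMSO as neutral control, TFP as positive control.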
PAX8 inh HTS = inhibitors of PAX8 transcriptional activity in RMG-I cells; RMG-I TPO-luciferase reporter, SteadyGlo, 24 h; inhibition, % at 12.6 µM; 360,000 tested, 1.2% active; AID 652154;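 active means mean replicate inhibition at least 60% with every replicate also reaching 60%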;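 further: luciferase light reporting Pax8 driven TPO promoter activity; plate controls were median of neutral control wells for no effect and mitoxantrone controls for full effect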
Active calls of the source: *; x = not tested or not shown.

Molecule	PglD inh	FN deposit inh	PAX8 inh HTS	EWS-Fli inh	ERAP1 inh	PGC1a acetyl inh	S100A4 inh HTS	LGR2 antag
CC(=O)Oc1ccc2c(C)cc(=O)oc2c1C(=O)c1ccccc1	8	5	7	11	2	11	-1	2
COc1ccccc1-c1ccc2c(c1)O[C@@H](CN(C)C(=O)c1cccnc1)[C@H](C)CN([C@@H](C)CO)S2(=O)=O	0	x	-6	3	0	8	4	-13
O=C(O)c1ccc(N/N=C/c2ccc(OC(=O)c3cccc(Cl)c3)cc2)cc1	4	8	86*	64*	x	1	-2	80*
CC1=C(C(=O)Nc2cccc(C(=O)NC3CCCC(C)C3C)c2)SCCO1 (centres undefined)	1	-43	6	x	1	-10	-1	11
CNC(=O)C1=C(C)Nc2nc3ccccc3n2C1c1ccc(F)cc1 (centres undefined)	-2	-13	10	-2	2	9	0	2
Cc1noc(C)c1NC(=O)Nc1ccc2c(c1)CC(=O)N([C@@H](C)CO)C[C@@H](C)[C@@H](CN(C)Cc1ccncc1)O2	-3	x	3	-7	-2	1	5	-4
COC(=O)[C@@]12C[C@@H](CC(=O)N3CCC(c4ccccc4)CC3)C(=O)N(Cc3ccc4c(c3)OCO4)C1=CCC(C)(C)C2	x	-2	9	1	0	x	-2	1
O=C(Nc1nc2c(s1)CCCC2)c1ccc(N2C(=O)CCC2=O)cc1	2	x	-157	x	1	x	5	-36
COc1cc(/C=C2\Oc3cc(O)ccc3C2=O)ccc1O	-19	x	x	-31	9	-1	2	-86
CN(C)C(=O)[C@@H]1[C@@H](CO)[C@@H]2Cn3c(cccc3=O)[C@H]1N2CC1CCCCC1	3	x	2	-2	0	x	-2	-6
CN(Cc1ccon1)C(=O)CCc1nnc(Cc2ccc(-c3ccccc3)cc2)o1	-1	1	-22	-13	-1	-1	0	-11
Sc1ccccc1N=Cc1cccs1	5	7	-199	-104	-2	-7	5	-66
Cc1ccc(OCC(=O)n2nc(C)cc2C)c(Br)c1	x	x	x	-10	-5	10	-3	9
O=C(NC(=O)c1ccccc1)Nc1ccccn1	-3	x	85*	x	-2	x	4	89*
CC(C)(C)c1ccc(-c2nnc(SCC(=O)NCC3CCCO3)n2N)cc1 (centres undefined)	-2	-3	-15	-10	2	2	-4	2
COc1ccc(S(=O)(=O)N2CCOCC2)cc1NC(=O)c1cccc(-n2cccc2)c1	x	-2	14	-5	-5	x	-7	-1
COc1cc(C(=O)N2CCN(C(=O)C3CCCO3)CC2)cc(OC)c1OC (centres undefined)	-4	-5	4	-4	2	11	-4	-7
CCOCCCn1c(SCC(=O)NC2CCCCC2)nc2ccccc2c1=O	-7	-7	28	2	-2	7	-2	0
COc1cccc(OCC(=O)Nc2ccccc2-c2ccccc2)c1	x	2	10	13	3	-9	-2	12
O=C(c1cccc(F)c1)N1CC(=O)N2[C@H](CO)[C@H](c3ccc(C4=CCCCC4)cc3)[C@@H]2C1	x	13	-5	-1	2	1	0	8

Complete entries, looked up by structure. Values in the order: PglD inh	FN deposit inh	PAX8 inh HTS	EWS-Fli inh	ERAP1 inh	PGC1a acetyl inh	S100A4 inh HTS	LGR2 antag
CC(C)(C)c1ccc(-c2nnc(SCC(=O)NCC3CCCO3)n2N)cc1 (centres undefined) in the list: -2	-3	-15	-10	2	2	-4	2
COc1ccccc1-c1ccc2c(c1)O[C@@H](CN(C)C(=O)c1cccnc1)[C@H](C)CN([C@@H](C)CO)S2(=O)=O in the list: 0	x	-6	3	0	8	4	-13

New compounds follow:
Molecule	PglD inh	FN deposit inh	PAX8 inh HTS	EWS-Fli inh	ERAP1 inh	PGC1a acetyl inh	S100A4 inh HTS	LGR2 antag
Cc1ccoc1C(=O)Nc1ccc(CC(=O)O)cc1	2	2	-20	x	-4	9	2	x
CCCCC(c1nnnn1CS(=O)(=O)c1ccc(C)cc1)N1CCN(c2ccccc2)CC1 (centres undefined)	-1	6	17	x	x	1	x	x
Cc1ccccc1CC(=O)Nc1ccc(C(=O)N2CCCC2)cc1	-2	-3	-78	x	-1	x	-4	-9
COc1cccc(C(NC(C)=O)c2nc(-c3cccc(C#N)c3)cs2)c1 (centres undefined)	3	11	-8	-4	1	-7	-2	-9
COCC(=O)Nc1ccc2c(c1)C(=O)N(C)C[C@@H](OC)[C@@H](C)CN(C(=O)c1ccccc1F)[C@H](C)CO2	1	0	3	-12	-1	0	15	-34
Cc1ccc(NC(=O)c2ncn(CC(=O)N[C@H](C)c3cccc4ccccc34)n2)cc1C	8	7	-45	-55	-5	-2	-1	-61
C[C@@H]1CN([C@H](C)CO)C(=O)c2cc(-c3cncnc3)cnc2O[C@H]1CN(C)Cc1cncnc1	1	x	-3	10	1	2	-6	-4
CC(=O)NC1=NN(C(C)=O)C(c2ccc(F)cc2)S1 (centres undefined)	x	5	11	1	-3	-2	-1	6
Cc1cc(O)c(C(C)C)cc1N=Cc1ccccc1[N+](=O)[O-]	-1	0	-20	3	1	-2	-8	-3
COC(=O)C(=N/Nc1ccccc1C(=O)OC)/C(C)=N/O	20*	-5	5	4	4	5	4	-5
COc1ccccc1C#Cc1ccc2c(c1)[C@@H]1[C@@H](CCN1C(=O)c1ccccc1)[C@H](CO)N2	x	2	x	x	0	x	-23	-5
Cc1cc(OC(=O)c2ccc3ccccc3c2)c([N+](=O)[O-])c(=O)[nH]1	x	-14	-8	5	2	x	1	5
C[C@@H]1CN([C@H](C)CO)C(=O)c2cccc(NC(=O)C3CC3)c2O[C@@H]1CN(C)CC1CC1	0	x	13	-2	0	3	-35	17
Cc1noc(C)c1NC(=O)Nc1ccc2c(c1)CC(=O)N([C@@H](C)CO)C[C@H](C)[C@@H](CN(C)Cc1ccccc1)O2	3	x	10	10	-3	x	10	-17
O=C(CN1C(=O)C2C3CCC(C3)C2C1=O)Oc1ccc2ccccc2c1 (centres undefined)	x	1	19	-1	-1	x	0	-6
C[C@@H]1CCCCO[C@@H](CN(C)CC2CCCCC2)[C@H](C)CN([C@H](C)CO)C(=O)c2cc(NC(=O)CCCCCC(=O)Nc3ccccc3N)ccc2O1	-1	x	10	45	2	-8	-1	-5
O=[N+]([O-])c1ccc(-c2cccnc2)cc1	3	-3	-14	-14	0	-4	-4	-4
C[C@H](CO)N1C[C@H](C)[C@H](CN(C)C(=O)NC2CCCCC2)Oc2ccc(NS(=O)(=O)c3ccccc3)cc2CC1=O	-5	x	-4	1	-4	-16	14	12
C=CCN(CC=C)C(=S)Nc1cc(Cl)ccc1OC	x	x	15	7	-3	-15	-1	1
CCOc1ccc2nc(Cl)sc2c1	x	2	-8	7	3	5	-1	2

5 of the entries above in order of their number in LGR2 antag, descending.
molecule,PglD inh,ERAP1 inh,PGC1a acetyl inh,S100A4 inh HTS,LGR2 antag
C[C@H](CO)N1C[C@H](C)[C@H](CN(C)C(=O)NC2CCCCC2)Oc2ccc(NS(=O)(=O)c3ccccc3)cc2CC1=O,-5,-4,-16,14,12
Cc1cc(O)c(C(C)C)cc1N=Cc1ccccc1[N+](=O)[O-],-1,1,-2,-8,-3
O=[N+]([O-])c1ccc(-c2cccnc2)cc1,3,0,-4,-4,-4
COc1cccc(C(NC(C)=O)c2nc(-c3cccc(C#N)c3)cs2)c1 (centres undefined),3,1,-7,-2,-9
Cc1ccc(NC(=O)c2ncn(CC(=O)N[C@H](C)c3cccc4ccccc34)n2)cc1C,8,-5,-2,-1,-61

Following part.
Molecule	PglD inh	FN deposit inh	PAX8 inh HTS	EWS-Fli inh	ERAP1 inh	PGC1a acetyl inh	S100A4 inh HTS	LGR2 antag
O=C1NC[C@@H](Cc2ccc(O)cc2)N(CCc2cccc(F)c2)C1=O	-1	-4	2	8	3	0	-2	-8
CC(C)CC#Cc1ccc2c(c1)O[C@@H](CN(C)Cc1ccc3c(c1)OCO3)[C@@H](C)CN([C@H](C)CO)S2(=O)=O	-1	-6	x	25	-4	-23	8	x
COc1cccc(NC(=O)N(C)C[C@@H]2Oc3ncc(C4=CCCCC4)cc3C(=O)N([C@@H](C)CO)C[C@@H]2C)c1	8	x	x	6	6	-9	7	-9
CCCCCCCC(=O)N/N=C/c1ccc([N+](=O)[O-])o1	x	1	-9	-2	-4	-31	6	-11
CCc1cc(C(=O)c2ccc(OC)cc2)c(NC(=O)CCC(=O)O)s1	-4	-4	3	17	3	-6	-6	-3
COc1ccc(CNC(=O)N(C)C[C@H]2OCc3ccccc3-c3c(n(C)c4ccccc34)C(=O)N([C@@H](C)CO)C[C@@H]2C)cc1	0	x	51	-9	-5	3	5	x
CC(=O)N[C@@H]1CC[C@@H](CCNC(=O)C2CC2)O[C@@H]1CO	-2	-7	5	2	-4	6	-6	-1
CO[C@@H]1CN(C)C(=O)c2ccc(NS(=O)(=O)c3ccc(Cl)cc3)cc2OC[C@@H](C)N(C(=O)NC(C)C)C[C@@H]1C	0	6	x	6	-2	-3	52	-8
COc1ccc(-c2ccc([C@H]3[C@H](C#N)N(C(=O)NC4CCCC4)[C@H]3CO)cc2)cc1	1	x	-14	14	7	9	-4	x
O=C(CCN1C(=O)c2ccccc2C1=O)Nc1cccnc1	4	2	13	x	x	12	x	x
O=c1[nH]n2c(-c3ccccc3)nc(O)c2c2ccccc12	x	-2	-14	-2	-2	x	4	-21
O=C(/C=C/c1ccc2c(c1)OCCCO2)c1ccccc1O	x	-1	-219	-35	-2	x	0	-14
O=C(C[C@@H]1C[C@H]2c3cc(NC(=O)C4CCC4)ccc3O[C@H]2[C@H](CO)O1)NC1CCCC1	7	-15	0	0	4	5	9	-1
CN(C(=O)c1cccc(S(=O)(=O)NCc2ccccc2)c1)C1CCCCC1	-3	x	27	-1	-1	0	1	8
O=C1OCC/C1=C\NCCCCCCCCN/C=C1\CCOC1=O	4	-3	-2	-1	-1	x	-3	x
C[C@@H]1CN([C@@H](C)CO)C(=O)c2cc(NS(=O)(=O)c3cccs3)ccc2O[C@@H](C)CCCCO[C@H]1CN(C)Cc1ccc2c(c1)OCO2	3	x	1	8	x	15	x	13
Cc1ccccc1CN1C[C@@H]2C[C@@H](c3cn[nH]c3-c3ccc(F)cc3)N3CCC[C@@]23C1=O	x	-4	18	6	2	15	0	25
Cc1cc(C)c(C#N)c(Nc2cccc(C)c2C)n1	-11	7	13	8	-7	x	-7	-1
Cc1cc(C)c2nc(SCC(=O)NCCN3C(=O)CSC3=O)cc(C)c2c1	0	0	43	-2	0	4	-8	-4
C/C(=N\NC(=O)c1ccccc1)c1ccc(N2CCOCC2)cc1	-3	x	x	x	-3	5	-3	-11
O=S(=O)(c1ccc(-c2cnc(C3CC3)o2)cc1)N1CCN(c2ccccc2)CC1	1	-13	1	x	1	x	-4	-10
Cc1noc(C)c1NC(=O)N(C)C[C@@H]1Oc2ccc(NC(=O)Nc3ccc(C(F)(F)F)cc3)cc2CC(=O)N([C@@H](C)CO)C[C@@H]1C	6	x	-11	1	-5	1	0	7
CN1c2ccc(-c3cccc(F)c3)cc2[C@@H]2[C@@H](CCN2S(=O)(=O)c2cccc(F)c2)[C@@H]1CO	2	3	-3	2	1	1	0	12
Cc1ccc(C2=NN(S(=O)(=O)c3ccccc3)C(c3ccco3)C2)cc1 (centres undefined)	-3	-4	-4	5	-5	-17	-1	x
CC1CCN(C(=O)c2[nH]cnc2C(=O)Nc2ccccc2F)CC1	-1	2	6	23	x	x	-3	23
COc1ccc(CC(=O)NCC(=O)N/N=C/c2c[nH]c3ccccc23)cc1	1	12	19	13	2	0	-2	7
NCCCn1c(C(=O)c2cc(Cl)c(N)c(Cl)c2)c2ccc(C(F)(F)F)cc2[n+]1[O-]	-10	3	22	23	8	-5	-12	6
C[C@@H]1CN([C@H](C)CO)C(=O)c2cccc(NS(C)(=O)=O)c2O[C@H]1CN(C)Cc1ccc(C(=O)O)cc1	0	x	x	-3	0	2	22	-12
